Screening results as filed in PubChem.
Runt-SMMHC FRET: blocks binding of human RUNX1 Runt domain to CBFb-SMMHC; actives 0.74% (n = 220,000); inhibition, % at 20 µM; Q01196+Q13951; Cerulean-Runt/Venus-CBFb-SMMHC FRET ratio 530/480, 1 h;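 active means mean inhibition across duplicate retests at 20 µM reaching about 50%, limit read from the data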;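 further: 0% = DMSO wells and 100% = wells with excess untagged CBFb-SMMHC; inhibitors lower the FRET ratio by blocking Runt binding to CBFb-SMMHC; some results filed as inactive read as strong as hits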
Runt-CBFb FRET: inhibitors of human RUNX1 Runt domain binding to CBFb; Q01196+Q13951; Cerulean-Runt/Venus-CBFb FRET ratio 530/480, 1 h; inhibition, % at 20 µM; actives 0.46% (n = 220,000);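 active means inhibition over about 50% at 20 µM in the single-dose screen, limit read from the data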;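 further: 0% = DMSO wells and 100% = excess unlabeled CBFb competitor control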
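Measured by: fluorescence energy transfer, 422 nm excitation, 530/480 nm emission; Assay system: Cerulean-Runt domain; Medium: Tris pH 7.5 buffer with BSA; Measure: loss of energy transfer signal; Controls: 5 µM unlabeled CBFb as full-inhibition high control; Incubation: protein complex preformed 1 h, compound exposure 1 h, room temperature, dark.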
Furin inh: human furin inhibition; P09958; purified furin, fluorogenic substrate cleavage; inhibition, % at 30 µM; actives 0.061% (n = 220,000); AID 463115; in the data active means inhibition above about 25%; further: inactives centre near -15
Target sequence (P09958 108-714 limits assumed): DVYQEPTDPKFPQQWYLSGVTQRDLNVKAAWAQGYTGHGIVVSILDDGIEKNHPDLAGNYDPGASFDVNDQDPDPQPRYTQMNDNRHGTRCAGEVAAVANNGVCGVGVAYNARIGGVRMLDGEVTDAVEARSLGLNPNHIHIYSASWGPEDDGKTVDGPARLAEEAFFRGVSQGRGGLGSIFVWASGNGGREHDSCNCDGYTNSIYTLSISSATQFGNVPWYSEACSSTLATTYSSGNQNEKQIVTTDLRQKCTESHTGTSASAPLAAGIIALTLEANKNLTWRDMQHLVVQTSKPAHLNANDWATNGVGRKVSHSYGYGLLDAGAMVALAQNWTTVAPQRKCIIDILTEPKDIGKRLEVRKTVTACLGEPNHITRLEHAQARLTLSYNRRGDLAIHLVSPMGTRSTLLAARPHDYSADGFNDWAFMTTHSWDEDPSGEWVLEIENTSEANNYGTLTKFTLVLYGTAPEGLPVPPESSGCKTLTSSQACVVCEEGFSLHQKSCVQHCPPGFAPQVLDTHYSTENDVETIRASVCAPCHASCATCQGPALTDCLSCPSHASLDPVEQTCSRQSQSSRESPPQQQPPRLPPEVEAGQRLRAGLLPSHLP
RBBP9 inhibitor: inhibitors of human serine hydrolase RBBP9. recombinant RBBP9, FP-Rh probe fluorescence polarization. actives 0.2% (n = 220,000). inhibition, % at 7.94 µM. O75884;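 active means inhibition above the campaign mean of all tested compounds plus 3 SD, cut at about 14% in these data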;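 further: plate controls were DMSO wells with RBBP9 for no effect and wells lacking RBBP9 protein for full effect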
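Assay system: recombinant human RBBP9; Reagent: Serine-hydrolase probe FP-Rh, 375 nM pre-mixing; Doses: 7.94 µM single dose, 0.794% DMSO; Incubation: 30 min then 45 min, 25 °C; Detection: fluorescence polarization (mP), excitation 525 nm, emission 598 nm; Evaluation: percent inhibition from mP, scaled between DMSO and no-protein wells.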
NCF1 inh: blocks human p47phox regulatory protein of NADPH oxidases; actives 0.53% (n = 220,000); AID 1274; inhibition, % at 24.7 µM; p47phox/p22phox peptide binding, fluorescence polarization, 2 h;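 active means inhibition above about 30%, limit read from the data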;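 further: 0% = p47phox with labelled peptide and 100% = labelled peptide alone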
Target sequence (P14598 whole entry, looked up): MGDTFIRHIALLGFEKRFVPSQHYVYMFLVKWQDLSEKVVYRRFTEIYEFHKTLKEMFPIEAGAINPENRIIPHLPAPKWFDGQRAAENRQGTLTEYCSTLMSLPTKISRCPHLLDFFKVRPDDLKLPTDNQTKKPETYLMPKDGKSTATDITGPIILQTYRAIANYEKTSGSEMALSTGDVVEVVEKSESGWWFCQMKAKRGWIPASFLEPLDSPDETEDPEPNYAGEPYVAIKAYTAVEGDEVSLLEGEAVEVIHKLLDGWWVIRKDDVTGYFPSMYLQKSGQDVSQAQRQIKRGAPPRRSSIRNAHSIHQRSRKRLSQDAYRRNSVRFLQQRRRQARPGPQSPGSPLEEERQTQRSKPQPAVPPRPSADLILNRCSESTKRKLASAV
TbHK1 inh: T. brucei hexokinase 1 inhibition. recombinant TbHK1, G6PDH-coupled NADH A340. inhibition, % at 10 µM. actives 0.11% (n = 220,000). AID 1430;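 active means inhibition of 50% or more in the single-dose primary screen; inactive means inhibition below 50%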
Calpain2 inh: calpain II (pig) inhibition; purified calpain II, fluorogenic peptide substrate, 30 min; actives 0.37% (n = 220,000); inhibition, % at 16 µM;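 active means inhibition above about 50%, limit read from the data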
EBV gp42 block: blocks Epstein-Barr virus glycoprotein 42 binding; Q1HVG2; Fluorescence polarization binding assay, mP read-out; inhibition, % (tested at 21.74 µM); actives 0.42% (n = 220,000); AID 1085; in the data active means inhibition above about 50%
p97 ATPase inh: blocks human p97 ATPase activity | P55072 | recombinant p97 ATPase, Kinase-Glo ATP luminescence, 3 h | inhibition, % at 8 µM | actives 0.42% (n = 220,000); in the data active means inhibition above about 15%;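 further: 0% = DMSO vehicle and 100% = wells lacking enzyme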
* hit, by the source's call; . = not tested or not shown; [ ] = another dose, or the depositor's remark.

SMILES	Runt-SMMHC FRET	Runt-CBFb FRET	Furin inh	RBBP9 inhibitor	NCF1 inh	TbHK1 inh	Calpain2 inh	EBV gp42 block	p97 ATPase inh
COc1ccc(C2(C(=O)N3CCOCC3)CCOCC2)cc1OC	-3	-1	-19	-11	-7	4	-4	-10	7
Cc1ccc(-c2csc(N(CC3CCCO3)C(=O)c3ccco3)n2)cc1 (stereo not drawn)	0	-9	-11	-6	-11	-1	12	2	-1
CC1Cc2ccccc2N1C(=O)CN1C(=O)COc2ccccc21 (stereo not drawn)	-2	.	-18[20 µM]	-9	-5	2	-13	5	0
Cc1nn(Cc2ccccc2)c(C)c1NC(=O)Cn1nc([N+](=O)[O-])c(Cl)c1C	1	-4	-15[20 µM]	-2	-5	-5	22	-8	-2
O=C(CCS(=O)(=O)c1ccc(Br)s1)Nc1ccccc1Br	1	2	-21	0	-3	8	-3	-4	4
CC(C)NC(=O)NC(=O)COc1cccc2c1OC(C)(C)C2	6	1	-20[20 µM]	-7	-5	5	-8	-10	-3
COc1ccccc1CNC(=O)CN(c1ccc(C)cc1)S(=O)(=O)c1c(C)n[nH]c1C	6	2	-21	-8	0	2	4	-21	-5
N#Cc1c2n(c3c(=O)n(Cc4ccccc4Cl)cnc13)CCCC2	-1	-2	-12	-1	-4	0	1	-9	8
CCOc1nc(NCCO)nc(Nc2ccc([N+](=O)[O-])cc2)n1	-2	1	-1	-8	-10	-38	16	-7	1
Cc1cccc(/C(N)=N/OC(=O)c2cccnc2)c1	1	1	-17	-10	-4	-8	-30	-8	-7
CCCOc1ccc(C(=O)c2nc3c(n2O)CCCCC3)cc1	-5	1	1[20 µM]	-3	-6	-28	7	-10	-6
C(=C\c1ccccc1)/CNCC1CCCO1 (stereo not drawn)	-1	-1	-11	-4	.	-1	-17	-8	0
CCCc1cc(C(=O)NNC(=S)NCC)c2ccccc2n1	0	0	-12	-5	11	-8	-2	0	0
CCCCn1c(CN2CCN(C(=O)OCC)CC2)nc2c1c(=O)n(C)c(=O)n2C	-1	-3	-14	-12	-1	-3	-12	-17	-2
CC(NC(=O)CCCn1cc([N+](=O)[O-])cn1)c1ccccc1 (stereo not drawn)	-2	-1	-22	0	-1	6	-3	-6	-3
COC(=O)Cc1c(C)nc2nc(-c3ccco3)[nH]n2c1=O	-1	2	-8[20 µM]	-2	-8	5	-19	-3	0
CC1CCCCN1C(=O)CSCC(=O)Nc1nc(-c2cccs2)cs1 (stereo not drawn)	1	0	-16	-2	-1	9	-8	3	2
O=C(NNc1nc(=O)c2cccnc2s1)c1ccccc1O	-2	1	-15	-7	-21	-4	7	9	6
COc1cc(SC)ccc1C(=O)Nc1ccncc1	-2	0	4	1	-7	-2	0	1	1
C=CCN(CC=C)c1cnn(-c2nc3ccccc3[nH]2)c(=O)c1Cl	2	0	2[20 µM]	-10	-10	-31	-22	-16	-3
O=C(CSc1nc2ccccc2s1)Nc1ccc2c(c1)oc1ccccc12	-10	2	-7	-8	-14	2	4	0	4
CCN(CC)S(=O)(=O)c1ccc(Cl)c(NC(=O)COC(=O)/C=C/c2ccc(O)c(OC)c2)c1	30	13	-18	-4	-33	-9	-11	5	2
COCc1nc2ccccc2n1Cc1ccccc1C	0	1	-9	4	0	-4	-2	-3	-4
O=C(Oc1ccc(N(C(=O)c2ccncc2)S(=O)(=O)c2cccs2)cc1)c1ccncc1	1	-2	-18	3	-11	3	-13	-4	4
Oc1ccccc1-c1nnc(SCCN2CCOCC2)n1Cc1ccccc1	3	1	-3	0	4	0	5	0	15*

The closing 4 records of the section above lead into the next.
SMILES	Runt-SMMHC FRET	Runt-CBFb FRET	Furin inh	RBBP9 inhibitor	NCF1 inh	TbHK1 inh	Calpain2 inh	EBV gp42 block	p97 ATPase inh
CCN(CC)S(=O)(=O)c1ccc(Cl)c(NC(=O)COC(=O)/C=C/c2ccc(O)c(OC)c2)c1	30	13	-18	-4	-33	-9	-11	5	2
COCc1nc2ccccc2n1Cc1ccccc1C	0	1	-9	4	0	-4	-2	-3	-4
O=C(Oc1ccc(N(C(=O)c2ccncc2)S(=O)(=O)c2cccs2)cc1)c1ccncc1	1	-2	-18	3	-11	3	-13	-4	4
Oc1ccccc1-c1nnc(SCCN2CCOCC2)n1Cc1ccccc1	3	1	-3	0	4	0	5	0	15*
CCC(=O)OCC(=O)Nc1cc([N+](=O)[O-])ccc1Cl	-4	0	-26	1	3	-13	-8	-1	-1
CC(=O)N1CCN(S(=O)(=O)c2cccc(C(=O)Nc3ccc4c(c3)OCO4)c2)CC1	-2	0	-15	-4	2	-3	-35	-5	9
CS(=O)(=O)c1nc(-c2ccccc2)cc(-c2ccccc2)c1C#N	-1	-1	-19[20 µM]	-6	-2	-6	-29	-2	0
Cc1cccc(OCCCC(=O)Nc2ccc(S(=O)(=O)N3CCCC3)cc2)c1	0	-1	-8[20 µM]	-7	-15	6	13	-37	0
CC[n+]1c(/C=C2/C=C(C)CC(C)C2)sc2ccccc21 (stereo not drawn)	31	20	-23	-5	-29	-10	-40	-23	3
CCOc1ccc(C(=O)Nc2nnc(C)s2)cc1OCC	3	0	-5	-10	-15	-13	-9	-9	-8
C/C=C/c1ccc(OCCN2CCc3ccccc3C2)c(OC)c1	6	-2	-15	5	-4	-1	-11	0	1
CN(CC(=O)Nc1ccccc1C(F)(F)F)C(=O)COc1ncnc2sccc12	10	-2	-11	1	-10	-9	-27	-17	2
CCOc1ccccc1NC(=O)C1CCN(S(=O)(=O)c2cccc3cccnc23)CC1	2	2	-18	.	-8	-1	-14	-13	.
O=C1OC(c2ccc(Cl)cc2)=N/C1=C\C=C\c1ccco1	3	12	-29	-6	-7	-22	-13	-9	9
Cc1cc(/C=N/NC(=O)c2cccc([N+](=O)[O-])c2)c(C)n1-c1ccccc1	2	1	9	-9	-3	2	15	3	-2
O=C1NC(c2ccc(Cl)c([N+](=O)[O-])c2)Nc2ccccc21 (stereo not drawn)	-2	-2	-14	-5	-4	-5	14	-9	9
Cc1cc(=O)oc(C)c1C(=O)NCCCN1CCN(c2ccc(F)cc2)CC1	1	0	4	-1	-14	4	1	-1	5
Cc1cc(C)nc(N2CCCC(C(=O)Nc3ccc4nc(C)c(C)nc4c3)C2)n1 (stereo not drawn)	-3	-4	-29	6	-5	-18	-45	0	4
O=C1NN=COc2ccccc21	-2	2	-9	-4	6	-6	-51	-2	2
Cc1cnc(C(=O)Nc2nc(-c3ccccc3)cs2)cn1	-4	2	-18	-4	-17	-7	-3	-9	-1
CCN(CC)CCC(=O)Nc1ccc2c(c1)N(C(=O)CN(CC)CC)c1ccccc1CC2	3	.	-17[20 µM]	-8	-11	-5	-46	24	-8
CCOC(=O)c1[nH]c(C)c(/C(O)=C2\C(=O)C(=O)N(CCCn3ccnc3)C2c2ccncc2)c1C (stereo not drawn)	-1	-1	-11	-1	-18	-34	-15	-6	2
COc1cc2c(C(=O)N3CCN(c4cccc(Cl)c4)CC3)cn(C)c(=O)c2cc1OC	-2	2	-10[20 µM]	-2	0	-15	2	-12	-5
Cc1ccc(-c2ccccc2)n1-c1ccc(C(=O)O)cc1	7	4	-14	7	-23	4	-25	6	11
O=C(Oc1ccccc1)c1cccc2cccnc12	0	2	-12[20 µM]	-2	99*	3	18	1	-3
CCOC(=O)CSc1nnc(Cc2ccccc2)n1Cc1ccco1	0	2	-17	0	-1	-4	5	-9	-3
CC(C)CN(C(=O)COC(=O)CCc1c[nH]c2ccccc12)C1CCS(=O)(=O)C1 (stereo not drawn)	-6	0	-26	-5	-4	-4	11	5	2
O=C(O)CN1CCCCCC1=O	-1	-1	-18	-9	0	0	-7	-10	0
CCOC(=O)c1nnc2c(Br)c(-c3ccccc3)nn2c1C	3	-2	-14[20 µM]	-12	-5	-3	8	-17	5

Ordered by value in NCF1 inh (low to high): 6 of the compounds above
SMILES	Runt-SMMHC FRET	Runt-CBFb FRET	Furin inh	RBBP9 inhibitor	NCF1 inh	TbHK1 inh	Calpain2 inh	EBV gp42 block	p97 ATPase inh
CCOC(=O)c1[nH]c(C)c(/C(O)=C2\C(=O)C(=O)N(CCCn3ccnc3)C2c2ccncc2)c1C (stereo not drawn)	-1	-1	-11	-1	-18	-34	-15	-6	2
Cc1cnc(C(=O)Nc2nc(-c3ccccc3)cs2)cn1	-4	2	-18	-4	-17	-7	-3	-9	-1
CCOc1ccccc1NC(=O)C1CCN(S(=O)(=O)c2cccc3cccnc23)CC1	2	2	-18	.	-8	-1	-14	-13	.
O=C1NC(c2ccc(Cl)c([N+](=O)[O-])c2)Nc2ccccc21 (stereo not drawn)	-2	-2	-14	-5	-4	-5	14	-9	9
Cc1cc(/C=N/NC(=O)c2cccc([N+](=O)[O-])c2)c(C)n1-c1ccccc1	2	1	9	-9	-3	2	15	3	-2
O=C1NN=COc2ccccc21	-2	2	-9	-4	6	-6	-51	-2	2

Next part:
SMILES	Runt-SMMHC FRET	Runt-CBFb FRET	Furin inh	RBBP9 inhibitor	NCF1 inh	TbHK1 inh	Calpain2 inh	EBV gp42 block	p97 ATPase inh
CCOc1ccc(N2CC(C(=O)Nc3ccc(OC)c(S(=O)(=O)N4CCCCC4)c3)CC2=O)cc1 (stereo not drawn)	-3	-2	-14	-5	-3	-6	-2	4	-2
CN(C)C(=O)CSc1nnc(CCN)o1	-3	-1	-23	-6	-7	0	-20	-11	1
Cc1ccc(CN2C(=NC(=O)CCC(=O)O)SC3CS(=O)(=O)CC32)cc1 (stereo not drawn)	-4	0	-16	-4	-7	-6	1	-14	9
O=C(NC1CCCCC1)C(c1ccc2ncccc2c1)N(Cc1ccccc1)C(=O)c1ccc2c(c1)OCCO2 (stereo not drawn)	4	-4	-11[20 µM]	2	3	-6	-32	4	2
NC(=O)/C(=C/c1ccco1)NC(=O)/C=C/c1ccccc1	-3	5	-2[20 µM]	-8	-13	-23	-11	-8	1
COc1ccc(CC(CC(=O)O)C(=O)NCc2ccccc2)cc1 (stereo not drawn)	.	.	-16	1	-8	-5	-15	-5	4

Some entries already given with just Furin inh, RBBP9 inhibitor and NCF1 inh:
Compound,Furin inh,RBBP9 inhibitor,NCF1 inh
NC(=O)/C(=C/c1ccco1)NC(=O)/C=C/c1ccccc1,-2[20 µM],-8,-13
CCOc1ccc(N2CC(C(=O)Nc3ccc(OC)c(S(=O)(=O)N4CCCCC4)c3)CC2=O)cc1 (stereo not drawn),-14,-5,-3
COc1ccc(CC(CC(=O)O)C(=O)NCc2ccccc2)cc1 (stereo not drawn),-16,1,-8
